# Integrin act MD – integrin-mediated muscular dystrophy alleviation activation. Potency, µM (titrated, usually from 38.3 µM), inactives show top-dose activation, usual class: activators. 350,000 compounds, 0.064% hits. alpha7betagal myoblasts, beta-gal FDG fluorescence, 48 h;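 further: potency means the concentration at half of the fitted maximal effect; 100% = response of the positive control SU9516; nearly all actives have a fitted effect of over 60% in size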
#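 alpha7betagal+/- myoblasts (passage 13, 250/well) treated 48 h at 37C with compounds at 1:260 dilution of DMSO stock. Lysed, then beta-galactosidase activity read as FDG fluorescence (ex 480/em 540) after 30 min, with pre-read for autofluorescence.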
# Eya2 inh – Eya2 (human) phosphatase inhibition | recombinant Eya2, OMFP fluorescence dephosphorylation (OMFP is methylfluorescein phosphate) | Potency, µM (titrated, usually from 76.9 µM), without a hit: at the top dose activity, negative = inhibition, actives largely listed as inhibitors | 330,000 compounds, 0.006% hits | AID 488837; further: potency means the concentration at half of the fitted maximal effect; on the % scale 0 is the no-effect control and ±100 the full control effect
#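 Eya2 protein (added as 0.2 uM solution) was preincubated with compound for 10 min at ambient temperature in 50 mM HEPES pH 7.5, 50 mM NaCl, 5 uM MgCl2, 0.05% BSA, 1 mM DTT. OMFP (added at 50 uM) then reacted 10 min; fluorescence read at 485/525 nm.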
# S-ASM inh – blocks human secretory acid sphingomyelinase; P17405; placental ASM, HMU-PC fluorogenic substrate, 60 min; Potency, µM (series often up to 57.5 µM), inactives show at the highest dose activity change, negative = inhibition, most hits filed as inhibitors; 340,000 compounds, 0.006% hits; further: potency means the concentration at half of the fitted maximal effect
#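 Fluorescence read-out (Ex 386 nm, Em 447 nm) after stopping the reaction at pH 10. Enzyme: ASM from human placenta; substrate HMU-PC0, 9 uM final; 60 min, 37 °C. Compound preincubation 10 min, ambient temperature.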
# TSHR antagonist – human thyrotropin receptor antagonism; TSHR-expressing cells, TSH-stimulated cAMP HTRF, 2 h; hits give low values; activity change, negative = inhibition, % at 11.5 µM; 330,000 compounds, 0.2% hits;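 active means activity change below a set negative limit, meaning inhibition stronger than a set level, cut at about -70% in these data; inconclusive means activity change between two set negative limits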; further: on the % scale 0 is the no-effect control and ±100 the full control effect
#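 Inhibition of cAMP made by TSHR-expressing cells under TSH stimulation (4nM final, EC80; 2 h, 37 deg C) is quantified with a one-step lysis HTRF kit, anti-cAMP cryptate versus cAMP-d2.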
# Mito fusion yeast – blocks mitochondrial division or promotes mitochondrial fusion. Potency, µM (titrated, usually from 46.1 µM), without a hit: at the top dose growth rescue (activation), most hits filed as activators. 320,000 compounds, 0.23% hits. S. cerevisiae fusion-defective mutant growth rescue, CellTiterGlo 48 h. AID 485298;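 further: potency means the concentration at half of the fitted maximal effect; % of control where 0% means no effect; nearly all actives have a fitted effect of over 45% in size; temperature-sensitive fusion mutants such as fzo1-1 at 37 °C on non-fermentable ethanol glycerol medium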
#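 Read-out: ATP-based luminescence (CellTiterGlo, 10 min ambient) reporting growth of fusion-defective ts yeast after 48 hours at 37C on glycerol/ethanol YPEG medium in the presence of compound.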
# Tb PFK block – T. brucei PFK enzyme inhibition. O15648. T. brucei PFK, ADP-Glo luminescence. Potency, µM (top dose mostly 57.5 µM), inactives show at the top dose activity, negative = inhibition, actives largely listed as inhibitors. 330,000 compounds, 0.17% hits;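 further: potency means the concentration at half of the fitted maximal effect; 0% = uninhibited 1x PFK enzyme wells and -100% = no-enzyme wells; nearly all actives have a fitted effect of over 60% in size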
# Target sequence (O15648 whole entry, looked up): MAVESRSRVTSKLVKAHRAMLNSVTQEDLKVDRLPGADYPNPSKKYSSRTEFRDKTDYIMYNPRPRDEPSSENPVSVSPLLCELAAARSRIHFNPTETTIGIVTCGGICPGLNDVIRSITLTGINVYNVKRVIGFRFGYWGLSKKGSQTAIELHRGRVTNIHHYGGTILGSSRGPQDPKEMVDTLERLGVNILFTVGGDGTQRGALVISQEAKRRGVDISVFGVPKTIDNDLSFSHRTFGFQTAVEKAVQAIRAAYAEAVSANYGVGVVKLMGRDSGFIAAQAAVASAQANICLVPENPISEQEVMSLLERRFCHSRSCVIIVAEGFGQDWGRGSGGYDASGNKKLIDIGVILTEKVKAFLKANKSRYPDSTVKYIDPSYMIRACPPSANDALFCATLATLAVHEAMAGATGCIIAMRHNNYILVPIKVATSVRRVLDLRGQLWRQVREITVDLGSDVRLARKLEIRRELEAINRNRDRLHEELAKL
#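 ADP-Glo luminescence quantified ADP after 45 min at room temperature, with 1.25 nM T. brucei PFK, 0.1 mM ATP and 0.5 mM fructose-6-phosphate in pH 8.0 TEA buffer. qHTS titrations up to 57 µM; curves classified by quality.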
# ELG1 repair inh – blocks ELG1-dependent DNA repair in HEK293T cells; HEK293T ELG1-luciferase reporter, luminescence, 16 h; DNA damage induced by 5-fluorouridine; Potency, µM (highest dose often 46.1 µM), without a hit: at the highest dose activity change, negative = inhibition, actives largely listed as inhibitors; 330,000 compounds, 2.3% hits; AID 504467; further: potency means the concentration at half of the fitted maximal effect; on the % scale 0 is the no-effect control and ±100 the full control effect; nearly all actives have a fitted effect of over 55% in size
#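 HEK293T cells expressing luciferase-tagged ELG1 (2,000/well) received 5-Fluorouridine plus compound or DMSO for 16 hr at 37 °C. Luciferase was read by ONE-Glo luminescence after 30 min at room temperature.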
# TSG101-PTAP inh – blocks PTAP/TSG101 interaction to inhibit HIV-1 budding; Q99816; Fluorescence polarization, FITC-PTAP peptide / Tsg101 binding; Potency, µM (doses to about 115 µM), for inactives: top-dose activity change, negative = inhibition, actives largely listed as inhibitors; AID 493005; 340,000 tested, under 10 active; active means well fitted inhibition curve with a large enough effect in the main read-out, with a control signal flat, not every such curve was filed as active; inconclusive means small, poorly fitted or top-dose-only effect, or effect the other way, or a change in a side signal; inactive means no such curve, though single readings can be large or run the other way; further: potency means the concentration at half of the fitted maximal effect; % of control where 0% means no effect
# Target sequence (Q99816 whole entry, looked up): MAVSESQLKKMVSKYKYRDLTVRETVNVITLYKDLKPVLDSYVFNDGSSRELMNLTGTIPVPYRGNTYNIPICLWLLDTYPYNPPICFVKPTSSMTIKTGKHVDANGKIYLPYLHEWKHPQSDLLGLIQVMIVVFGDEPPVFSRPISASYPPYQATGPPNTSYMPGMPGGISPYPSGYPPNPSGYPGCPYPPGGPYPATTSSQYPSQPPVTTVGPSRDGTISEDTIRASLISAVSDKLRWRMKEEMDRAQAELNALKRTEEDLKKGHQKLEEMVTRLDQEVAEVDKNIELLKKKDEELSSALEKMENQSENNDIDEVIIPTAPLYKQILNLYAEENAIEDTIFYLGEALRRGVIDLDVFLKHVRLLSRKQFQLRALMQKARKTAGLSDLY
#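 Fluorescence polarization binding of Tsg101 binding domain (10 uM final) to FITC-labeled PTAP peptide (50 nM final) in HEPES pH 7.5 buffer with NaCl, Tween 20, EDTA, TCEP. Compounds added before peptide; binding 20 min at RT.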
# AT treatment – potential ataxia-telangiectasia treatments restoring KAP-1 phosphorylation; Potency, µM (doses to about 57.5 µM), without a hit: at the top dose activation, most hits filed as activators; 320,000 compounds, 0.19% hits; […] A-T fibroblasts, KAP-1 phosphorylation AlphaLISA; neocarzinostatin DNA damage 30 min before lysis; further: potency means the concentration at half of the fitted maximal effect; % of control where 0% means no effect; nearly all actives have a fitted effect of over 45% in size
#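 ATM-like activity read as KAP-1 phosphorylation via AlphaLISA donor/acceptor antibody pairs after lysis and 6 hr at 25C. Cells were ATM-null patient fibroblasts ([…], hTERT), dosed 60 min, then exposed to the DSB inducer NCS for 30 min.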
# BCR signal inh – blocks chronic active B-cell receptor signaling; AID 493014; 340,000 compounds, 0.05% hits; ABC-DLBCL IkBa-CBG/CBR reporter, luminescence ratio, 4 h; Potency, µM (series often up to 46.1 µM), for inactives: at the top dose ratio change, negative = lower green/red ratio, hits mostly inhibitors; active means well fitted inhibition curve with a large enough effect in the signal ratio, with a control signal flat, not every such curve was filed as active; inconclusive means small, poorly fitted or top-dose-only effect, or effect the other way, or a change in a side signal; the % refers to the signal ratio;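 further: potency means the concentration at half of the fitted maximal effect; plate controls were basal doxycycline-induced cells for no effect and cells given 10 µM MG132 for full effect; MG132 reads +100%, hits lower the ratio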
#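 Doxycycline induced both beetle luciferases in TMD8 lymphoma cells; IKK-driven degradation limits the IkappaBalpha-fused green signal, while red luminescence normalises for cell number and nonspecific effects. Compounds tested up to 46 uM, 4 hrs.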
# TCR act – activates T cell receptor signaling; Potency, µM (series often up to 9.22 µM), inactives show top-dose activation of IL-2 secretion, hits mostly activators; 330,000 tested, under 10 active; primary human leukocytes, anti-CD3, IL-2 HTRF, 48 h; further: % of control where 0% means no effect
#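 Activity was scored as IL-2 release from primary human leukocytes given only a TCR signal (a-CD3 beads) plus compound for 48 hr. Detection used a two-antibody HTRF format read at 665nm.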
# * marks the source's active call; other numbers are inactive results; ? = inconclusive; nt = no result given; [ ] = dose if it differs, or a comment. Unless noted, the call rests on the fitted dose curve; in most records, active means well fitted curve in the direction sought with a large enough effect; inconclusive means small, poorly fitted or top-dose-only effect, or another doubt; inactive means no such curve, though single readings can be large; an effect the other way counts as inactive or inconclusive.
SMILES,Integrin act MD,Eya2 inh,S-ASM inh,TSHR antagonist,Mito fusion yeast,Tb PFK block,ELG1 repair inh,TSG101-PTAP inh,AT treatment,BCR signal inh,TCR act
CCCc1cc(=O)n2[nH]c(SCc3ccccc3)nc2n1,-20%,18%,2%,-10,3%,22%,6%,-6%,5%,?,4%
CCOc1ccccc1N1CCN(C(=O)C2CSC3(C)CCC(=O)N23)CC1 (stereo not given),-1%,-6%,2%,3,-1%,-12%,7%,0%,-2%,2%,-12%
COc1ccccc1/C=C(\NC(=O)c1ccc(OC)c(OC)c1)C(=O)Nc1cccc([N+](=O)[O-])c1,9%,2%,6%,-4,-4%,-5%,?,-3%,4%,?,-6%
Cc1ccc2c(c1)c1c3n2CCN(C(=O)CCl)C3CCC1 (stereo not given),-50%[inhibitor],-7%,-5%,39,0%,2%,8%,-3%,6%,?,1%
CNC(=O)/C=C/c1cc(C(=O)c2ccc(Cl)cc2Cl)cn1C,-2%,-8%,-1%,2,9%,2%,-5%,-3%,?,-4%,-9%
Cc1cc(/C=N/NC(N)=S)c(O)c(/C=N/NC(N)=S)c1,-21%,59%,11%,-5,0%,3%,5%,?,2%,?,-2%
CCCCCCCCNC(=O)/C(C#N)=C/c1ccc(SC)cc1,13%,7%,13%,-2,5%,0%,6%,-1%,8%,3%,-3%[46.1 µM]
CCOc1cc(/C=C/C(=O)NCCc2ccc(S(N)(=O)=O)cc2)ccc1OCC(C)C,11%,4%,-15%,-7,0%,3%,?,-9%,-5%,-4%,1%
Cc1ccc(NC(=O)COC(=O)CC2CCCC2)cc1Cl,nt,-1%,nt,20,-8%,-6%,-5%,nt,30%,2%,nt
CSc1nc2ccc(NC(=O)COc3ccccc3F)cc2s1,9%,-9%,-7%,nt,nt,0%,?,-5%,11%,?,0%
COc1ccc(F)cc1S(=O)(=O)Nc1cc2c3c(c1)CC(=O)N3CCC2,6%,9%,0%,4,-1%,0%,?,-6%,-3%,-6%,nt
Cc1cc(/C=N/NC(=O)c2cccc(F)c2)c(C)n1-c1ccccc1,1%,6%,-4%,-6,4%,-5%,?,-6%,0%,?,2%
COc1ccccc1N(CC(=O)Nc1ccc2c(c1)OCCO2)S(=O)(=O)c1ccc(C)cc1,-19%,?,1%,73,-3%,3%,-22%,-2%,-4%,?,2%
O=C(Nc1nnc(-c2ccco2)o1)c1ccc(N2C(=O)CCC2=O)cc1,3%,-1%,3%,4,1%,21%,17%,-3%,-2%,?,-5%
CCOC(=O)c1cc(-c2ccccc2)sc1N,-22%,0%,-2%,3,3%,-3%,?,0%,5%,2%,3%[46.1 µM]
Cn1nc(-c2ccccc2)c(CO)c1Oc1ccc(F)cc1,-13%,8%,6%,4,4%,1%,7%,-2%,3%,-2%,-5%
CC1CCCCN1CCCNC(=O)c1ccc(N2CCCC2=O)cc1 (stereo not given),-7%,?,8%,-2,-2%,0%,28%,-5%,-3%,?,3%
CN1CCN(CC(=O)N2c3ccccc3Sc3ccccc32)CC1,4%,-1%,3%,2,-12%,12%,-5%,0%,5%,1%,9%
CCCS(=O)(=O)c1c(S(=O)(=O)CCC)c2c(C)cccn2c1C(N)=O,12%,7%,2%,-3,-2%,-3%,14%,-4%,1%,0%,6%[46.1 µM]
CC(Oc1cc2oc(=O)c3c(c2cc1Cl)CCCC3)C(=O)NCc1ccccn1 (stereo not given),1%,-3%,0%,17,22%,0%,2%,-4%,-6%,2%,2%
Cn1nc(C(=O)N2CCc3ccccc32)c2ccccc2c1=O,3%,12%,5%,-1,1%,1%,?,0%,-1%,-8%,0%
COc1ccc(C(=O)C(C)OC(=O)CNC(=O)C2CCCCC2)cc1 (stereo not given),15%,-5%,2%,nt,nt,1%,21%,-3%,-6%,0%,nt
CCCCCC(=O)Nc1ccc(S(=O)(=O)Nc2nccc(C)n2)cc1,2%,-3%,5%,0,4%,-2%,5%,-1%,-1%,-7%,nt
O=C(N/N=C/c1ccc(Br)s1)c1ccccc1[N+](=O)[O-],-23%,1%,-6%,19,-1%,2%,-16%,-1%,1%,?,-9%
NNC(=O)CN1C(=O)Nc2ccc(Br)cc2C1c1ccccc1 (stereo not given),9%,2%,-2%,30,6%,-8%,?,-10%,4%,6%,0%[46.1 µM]
COc1cccc(/C=C2\Oc3cc(OCC(=O)N4CCC[C@H]4C(=O)O)ccc3C2=O)c1,-9%,-20%,36%[activator],5,0%,7%,27%,-2%,4%,10%,-1%
Cc1cc(NC(=O)/C=C/c2ccccc2)c(C(C)C)cc1O,8%,-2%,-2%,-18,4%,9%,?,-2%,-3%,-1%,-1%
O=c1[nH]c2ccccc2n1CCC1CCCCC1,11%,-31%,-3%,-9,?,4%,?,-8%,10%,?,-8%
O=C(CSc1nncs1)Nc1cc(S(=O)(=O)N2CCOCC2)ccc1N1CCCC1,25%,-5%,nt,12,1%,0%,?,-3%,2%,4%,-5%
CCOc1ccccc1NC(=O)c1cc(SC)ccc1Cl,12%,10%,-3%,-14,11%,1%,-8%,0%,12%,1%,12%
COc1ccc(C(=O)N2CCC(n3c(C)nc4cc(F)ccc43)CC2)cc1OC,11%,7%[15.4 µM],7%,-1,3%,3%,-26%,-4%,7%,?,11%
Cc1nc(CNS(=O)(=O)c2cc([N+](=O)[O-])ccc2C)cs1,?,-3%,-3%,-2,1%,0%,0%,-8%,-23%,?,-7%
Clc1ccccc1Nc1c2c(nc3ncnn13)CCC2,-21%,-10%,-1%,11,-1%,-2%,-10%,-6%,1%,?,3%
CCCN1CCN(CCCNC(=O)C2CCN(c3nnc(-n4c(C)ccc4C)s3)CC2)CC1,0%,7%,0%,9,-1%,1%,19%,-1%,-3%,-7%,4%
CN(CC(=O)Nc1ccc(F)cc1)C(=O)CCc1nc2ccccc2c(=O)[nH]1,-35%,-8%,1%,6,-9%,2%,7%,-1%,14%,-7%,6%
COc1cc(/C=C/C(=O)O)ccc1OS(=O)(=O)c1c(C)cc(C)cc1C,-7%,-6%,8%,22,8%,-4%,?,1%,5%,?,7%
CC(C)Cc1nnc(NC(=O)CCC(=O)NCc2ccccc2Cl)s1,5%,-3%,-3%,0,2%,-4%,5%,-2%,0%,-3%,-1%
CCOC(=O)c1oc2ccccc2c1CSc1nnc(-c2ccco2)o1,2%,-10%[15.4 µM],-5%,-15,9%,5%,?,0%,21%,-4%,-2%
Brc1cnc(N2CCCC2)nc1N1CCCCC1,0%,0%,-1%,9,-1%,-1%,14%,-4%,11%,1%,-1%
CC1CCCN(CCOc2ccc(Br)cc2)C1 (stereo not given),9%,0%,0%,7,0%,-3%,5%,1%,-7%,-4%,9%[46.1 µM]
CCOCCCNC(=O)c1ccc(CS(=O)(=O)Cc2ccc(C)cc2)o1,?,17%,1%,-4,-2%,-6%,3%,-5%,-1%,1%,-5%
CCOc1ccccc1-n1c(SCC(=O)NC(C)(C)C)nnc1-c1ccoc1C,18%,9%,3%,18,9%,-11%,?,-4%,7%,?,5%
CN(C)c1nc2c(N)ncnc2n1[C@H]1O[C@@H](CO)[C@H](O)[C@@H]1O,0%,3%,3%,-6,6%,0%,-8%,-2%,-11%,3%,-10%
COc1ccc2c(=O)cc(C(F)(F)C(F)(F)F)oc2c1,-11%,-8%,-2%,4,-1%,1%,5%,-10%,12%,0%,0%

# Two entries from above, set out differently.
# Each structure is followed by: Integrin act MD	Eya2 inh	S-ASM inh	TSHR antagonist	Mito fusion yeast	Tb PFK block	ELG1 repair inh	TSG101-PTAP inh	AT treatment	BCR signal inh	TCR act
CCOC(=O)c1oc2ccccc2c1CSc1nnc(-c2ccco2)o1
  2%	-10%[15.4 µM]	-5%	-15	9%	5%	?	0%	21%	-4%	-2%
Brc1cnc(N2CCCC2)nc1N1CCCCC1
  0%	0%	-1%	9	-1%	-1%	14%	-4%	11%	1%	-1%

# Assay outcomes as filed in PubChem BioAssay.
